Vif inh: inhibitors of HIV Vif | HEK293T cells, Vif self-association by quenched fluorescence, imaging, 24 h | inhibition, % at 7.49 µM | 0.35% of 340,000 active | AID 602346; in the data active = inhibition above about 50%, passing the limit was not always enough; also: some results filed as inactive read as strong as hits
HIF-2a inh: HIF-2a inhibition. 786-0 RCC cells HIF-2a reporter, luciferase luminescence, overnight. inhibition, % at 18.8 µM. 0.72% of 360,000 active;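 active = inhibition of the luminescence signal of 40% or more relative to plate controls, in a single-dose primary screen at 18.75 µM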
Peg3 promoter: reduces Peg3 promoter-driven luciferase expression in HeLa | inhibition, % at 20 µM | HeLa PEG-Prom luciferase reporter, luminescence, overnight | 1.7% of 360,000 active | AID 588405;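 active = inhibition of at least 50% at 20 µM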
MITF TRPM1 inh: inhibitors of MITF-driven TRPM1 promoter in melanoma cells; SK-MEL-5 TRPM1 promoter luciferase, 24 h; 0.83% of 330,000 active; inhibition, % at 12.5 µM;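 active = mean inhibition across replicates of 60% or more, whatever share of single replicates reaches that level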; also: values of inactives mirror those of a sister screen read the other way
NR2E3 ag-1: NR2E3 (human) agonism. Q9Y5X4. GST-NR2E3/biotin-RetCOR TR-FRET, 1536-well. inhibition of corepressor binding, % at 4.78 µM. 0.12% of 320,000 active. AID 2300;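 active = percent inhibition above the cutoff of mean plus 3 SD of all tested compounds, set per screening campaign, cut at about 20% in these data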;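 also: 0% = DMSO wells and 100% = biotin wells as full block of FRET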
Target sequence (Q9Y5X4 whole entry, looked up): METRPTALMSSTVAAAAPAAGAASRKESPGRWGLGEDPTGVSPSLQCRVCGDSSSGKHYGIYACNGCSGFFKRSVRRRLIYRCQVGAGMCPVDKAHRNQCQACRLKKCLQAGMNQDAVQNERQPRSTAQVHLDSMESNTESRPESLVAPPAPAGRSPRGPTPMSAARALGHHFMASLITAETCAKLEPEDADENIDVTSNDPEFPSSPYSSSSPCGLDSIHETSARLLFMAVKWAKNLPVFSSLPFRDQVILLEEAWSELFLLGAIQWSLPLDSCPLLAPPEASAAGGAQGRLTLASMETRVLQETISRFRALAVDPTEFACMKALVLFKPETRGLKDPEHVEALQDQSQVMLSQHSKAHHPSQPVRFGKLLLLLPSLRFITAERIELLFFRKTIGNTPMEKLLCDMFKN
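Test system: GST-NR2E3 and biotin-RetCOR proteins | Quantity: 1.35 nM GST-tagged NR2E3 final | Medium: Tris pH 7.5 | Also added: 7 nM biotin-RetCOR | Dosing: Compound at 4.8 µM, single dose | Timing: 5 h at 4 °C | Detection: Time-resolved FRET | Read-out basis: Percent inhibition | Benchmarks: Biotin wells as high control, 0.6% DMSO wells as low control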
KKLEB tox: counter-screen for CF NF-kB inhibitors: cytotoxicity; KKLEB CF airway cells viability, ATPlite luminescence, overnight; active compounds read low; cells stimulated with P. aeruginosa culture filtrate; activity change (cytotoxicity), % at 5 µM; 0.36% of 360,000 active;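 active = corrected activity change at or below -50% at 5 µM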
NR2E3 ag-2: agonists of human NR2E3 nuclear receptor; Q9Y5X4; CHO-S Gal4-NCOR/VP16-NR2E3 two-hybrid, luciferase; inhibition of corepressor binding, % at 3.98 µM; 0.35% of 360,000 active; AID 602229;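 active = inhibition above the mean of all tested compounds plus 3 SD, cut at about 70% in these data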;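 also: 0% = DMSO with NR2E3 transfected cells and 100% = cells lacking NR2E3 construct; higher means lower luciferase signal from less NR2E3 corepressor binding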
CF NFkB inh: cystic fibrosis NF-kB activation inhibition. KKLEB NF-kB-GFP reporter, PAF-induced, GFP fluorescence overnight. inhibition, % at 5 µM. 0.86% of 360,000 active. AID 588850;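 active = at least 50% inhibition at 5 µM, scaled per plate between neutral and stimulator controls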;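 also: PAF is a Pseudomonas aeruginosa culture filtrate used as stimulus; plate controls were PAF-stimulated DMSO wells for no effect and unstimulated DMSO wells for full effect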
PDI turbidity: blocks human protein disulfide isomerase activity | PDI insulin aggregation turbidity, A650, 90 min | inhibition, % at 10 µM | 0.052% of 350,000 active | AID 588391;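 active = mean inhibition across replicates of 30% or more, whatever share of single replicates reach that level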;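 also: absorbance from insulin aggregation driven by PDI reduction with DTT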
Target sequence (P07237 whole entry, looked up): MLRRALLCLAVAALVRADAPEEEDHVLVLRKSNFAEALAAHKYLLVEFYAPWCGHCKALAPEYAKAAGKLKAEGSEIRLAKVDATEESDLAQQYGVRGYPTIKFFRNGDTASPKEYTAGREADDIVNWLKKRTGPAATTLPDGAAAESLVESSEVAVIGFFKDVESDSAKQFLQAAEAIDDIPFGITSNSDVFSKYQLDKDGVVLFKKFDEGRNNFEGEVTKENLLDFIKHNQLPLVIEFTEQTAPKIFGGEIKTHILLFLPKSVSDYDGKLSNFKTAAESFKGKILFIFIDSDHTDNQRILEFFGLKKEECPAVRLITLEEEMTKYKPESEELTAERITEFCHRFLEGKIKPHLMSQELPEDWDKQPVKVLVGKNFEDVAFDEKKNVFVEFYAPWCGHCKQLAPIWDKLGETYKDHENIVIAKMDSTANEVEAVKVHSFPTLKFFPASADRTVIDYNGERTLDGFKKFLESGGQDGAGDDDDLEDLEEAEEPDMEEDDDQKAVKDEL
Shn3 3UTR inh: reduces Shn3 3'UTR luciferase signal in osteoblasts. inhibition, % at 12.5 µM. Clone20 osteoblast Shn3 3'UTR firefly luciferase, 24 h. 0.52% of 360,000 active;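 active = mean inhibition of at least 75% with every replicate also reaching 75%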;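 also: 0% = median of neutral control wells and 100% = pilot-screen positive control compound; some compounds past the cut are filed as inactive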
CaV13 FRET inh: Primary screen for inhibitors of IQ motif and Ca2+-dependent inactivation inhibitor domain binding in CACNA1D, Förster resonance energy transfer in living cells, …. 0.098% of 340,000 active. HEK cells, CFP/YFP FRET ICDI-IQ, plate reader, 10 min; percent FRET-ratio fall versus neutral wells. inhibition, % at 12.3 µM;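 active = mean replicate inhibition of at least 30% and at least 1% of replicates passing that level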;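 also: 0% = median of the neutral control wells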
* hit, by the source's call; . = not tested or not shown.

The first 2 records, ahead of the listing:
#	SMILES	Vif inh	HIF-2a inh	Peg3 promoter	MITF TRPM1 inh	NR2E3 ag-1	KKLEB tox
1	N#Cc1cccc(C#N)c1Oc1ccc(S(=O)(=O)Nc2ccccc2)cc1	.	14	23	2	2	2
2	Cc1cc(NC(=O)CSc2nnc3c4c(C)c(C)sc4ncn23)no1	3	15	8	16	2	4

#	NR2E3 ag-2	CF NFkB inh	PDI turbidity	Shn3 3UTR inh	CaV13 FRET inh
1	-5	7	0	10	-21
2	5	2	-8	24	-6

Results, previewed entries included:
#	SMILES	Vif inh	HIF-2a inh	Peg3 promoter	MITF TRPM1 inh	NR2E3 ag-1	KKLEB tox
1	N#Cc1cccc(C#N)c1Oc1ccc(S(=O)(=O)Nc2ccccc2)cc1	.	14	23	2	2	2
2	Cc1cc(NC(=O)CSc2nnc3c4c(C)c(C)sc4ncn23)no1	3	15	8	16	2	4
3	O=C(NC(=S)N1CCN(c2ccc(F)cc2)CC1)c1cccs1	.	-5	9	11	0	0
4	Cc1nn(Cc2ccc(Cl)cc2)c(C)c1NC(=O)C1CC=CCC1C(=O)O (configuration not stated)	-8	1	5	6	1	-5
5	O=C(c1cc(-c2ccc(Br)cc2)on1)N1CCOCC1	0	-114	-274	-22	4	-2
6	CCOc1ccc(CCN2C(=S)N([C@@H](CC(C)C)CN3CCC[C@@H]3CN3C(=S)NC[C@@H]3Cc3ccccc3)C[C@@H]2Cc2ccc(O)cc2)cc1	19	-11	-4	.	.	-12
7	Cc1ccc2[nH]c(C)c(CCNC(=O)NC3CCCCC3)c2c1	-5	-9	1	0	0	-18
8	Cc1ccc(NS(=O)(=O)c2ccc3c(c2)NC(=O)CCS3)cc1F	-2	10	5	14	0	6
9	Cn1c(=O)c2c(nc(N3CCOCC3)n2C)n(C)c1=O	13	-5	-1	-16	1	-6
10	CCCn1c(OC)nc2c1c(=O)n(C)c(=O)n2C	.	11	-3	21	-3	0
11	Cc1ccc([C@H]2C[C@@H](n3cc(-c4ccc(F)cc4)nn3)[C@H](O)CN2Cc2cccs2)cc1	-20	8	23	.	.	10
12	CN(c1ccccc1)S(=O)(=O)c1ccc(Cl)c(C(=O)NCc2ccco2)c1	-9	8	8	3	.	8
13	COc1ccc(Cl)cc1NC(=O)CN(C)C(=O)c1cc2c(F)cccc2s1	7	-3	14	13	1	-5
14	CN(CCOCCOc1ccc(Cl)cc1Br)Cc1ccccc1	-7	-21	-7	3	4	9
15	Cc1noc(C)c1C(c1ccccc1)S(=O)(=O)c1ccccc1 (configuration not stated)	-14	10	16	8	1	-7

#	NR2E3 ag-2	CF NFkB inh	PDI turbidity	Shn3 3UTR inh	CaV13 FRET inh
1	-5	7	0	10	-21
2	5	2	-8	24	-6
3	9	-7	2	0	2
4	-19	4	-1	0	.
5	-102	10	5	-47	-4
6	7	44	.	4	-4
7	-1	-5	-6	11	.
8	-29	-22	-1	18	-2
9	1	4	2	2	-5
10	-22	-5	-1	-7	-7
11	-18	2	3	0	-4
12	-5	-27	-87	17	-6
13	-16	4	-1	-10	-3
14	-14	10	10	3	.
15	-14	0	8	14	-2

#	SMILES	Vif inh	HIF-2a inh	Peg3 promoter	MITF TRPM1 inh	NR2E3 ag-1	KKLEB tox
16	O=c1[nH]cnc2c1oc1ccccc12	3	-141	-110	-3	-2	6
17	C=CS(=O)(=O)c1sc(Cl)c(N2CCOCC2)c1[N+](=O)[O-]	-10	66*	106*	32	.	-4
18	N/C(Cc1cccc2ccccc12)=N\OC(=O)COc1ccccc1	-1	11	-7	9	1	2
19	COc1ccc(NC(=O)N2CCCCCC2)cc1	-6	-126	-89	-43	4	2
20	COC(=O)c1ccc(NC(=O)CN2CCN(S(=O)(=O)c3cc(Cl)ccc3OC)CC2)cc1	.	11	17	7	0	-8
21	Cc1ccnc(NC(=O)c2ccccc2NC(=O)C(C)(C)C)c1	4	9	18	21	3	-4
22	Cc1sc2nc(C3CC3)nc(N3CCN(S(=O)(=O)c4ccc(F)cc4)CC3)c2c1C	-8	7	0	7	-1	10
23	CSc1ncccc1C(=O)OCc1ccccc1F	9	-76	-193	-53	5	-17
24	COc1ccc(-c2coc3cc(OC)ccc3c2=O)cc1	2	-192	-339	-45	.	7
25	Cc1[nH]nc(-c2ccc(O)cc2O)c1Oc1ccccc1	-10	-12	27	10	5	-2
26	Cc1cccc(NC(=O)Cn2cnc3c(oc4ccccc43)c2=O)c1C	-4	10	19	9	3	0
27	Brc1ccc(OCc2nc(-c3ccccn3)n[nH]2)cc1	-5	-105	-88	-13	-2	-12
28	CCOC(=O)CC1C(=O)NCCN1S(=O)(=O)c1ccc(Br)cc1 (configuration not stated)	6	15	3	-6	4	-6
29	CCOC(=O)c1sc(NC(=O)COC(=O)c2ccco2)nc1C	6	4	-1	0	3	4
30	CCOc1ccc(NC(=O)NNC(=O)c2cccnc2)cc1	-3	11	6	5	1	-14

#	NR2E3 ag-2	CF NFkB inh	PDI turbidity	Shn3 3UTR inh	CaV13 FRET inh
16	-52	-14	4	-156	-4
17	21	31	0	81	-4
18	-19	-10	-13	0	-4
19	-31	-7	-1	-50	0
20	2	-2	2	18	-2
21	-24	9	-3	5	.
22	10	-26	-1	9	-9
23	-35	12	5	-34	.
24	-138	-21	.	-90	.
25	11	-3	-4	36	-6
26	-17	-2	3	-33	0
27	-4	30	-1	-4	.
28	-16	15	10	-4	-1
29	-24	-15	-1	-9	.
30	-13	25	-11	0	.

By substructure, those above with an aryl thioether with sulfur outside any ring (2)
#	SMILES	Vif inh	HIF-2a inh	Peg3 promoter	MITF TRPM1 inh	NR2E3 ag-1	KKLEB tox
2	Cc1cc(NC(=O)CSc2nnc3c4c(C)c(C)sc4ncn23)no1	3	15	8	16	2	4
23	CSc1ncccc1C(=O)OCc1ccccc1F	9	-76	-193	-53	5	-17

#	NR2E3 ag-2	CF NFkB inh	PDI turbidity	Shn3 3UTR inh	CaV13 FRET inh
2	5	2	-8	24	-6
23	-35	12	5	-34	.

Sorted by number of heavy atoms (largest number first): part of the list above.
#	SMILES	Vif inh	HIF-2a inh	Peg3 promoter	MITF TRPM1 inh	NR2E3 ag-1	KKLEB tox
26	Cc1cccc(NC(=O)Cn2cnc3c(oc4ccccc43)c2=O)c1C	-4	10	19	9	3	0
29	CCOC(=O)c1sc(NC(=O)COC(=O)c2ccco2)nc1C	6	4	-1	0	3	4
23	CSc1ncccc1C(=O)OCc1ccccc1F	9	-76	-193	-53	5	-17

#	NR2E3 ag-2	CF NFkB inh	PDI turbidity	Shn3 3UTR inh	CaV13 FRET inh
26	-17	-2	3	-33	0
29	-24	-15	-1	-9	.
23	-35	12	5	-34	.

Following part.
#	SMILES	Vif inh	HIF-2a inh	Peg3 promoter	MITF TRPM1 inh	NR2E3 ag-1	KKLEB tox
31	O=C(Cc1ccc([N+](=O)[O-])cc1)NC1CCCCCC1	10	5	7	-5	4	3
32	O=P(C1=C(N2CCOCC2)/C(=C\c2ccccc2)CC1)(N1CCOCC1)N1CCOCC1	3	-6	6	5	-2	3
33	Cc1onc(-c2c(Cl)cccc2Cl)c1-c1nnc(-c2ccc(Cl)cc2)o1	-6	5	11	18	3	6
34	Cc1ccc(OCC(=O)NCCNC(=O)c2ccccn2)cc1	12	18	-1	14	3	-11
35	CC(C)(C)c1ccc(C(=O)NNC(=O)CCC(=O)Nc2ccccc2)cc1	-7	-51	-33	-13	2	-9
36	CCOC(=O)C1=CCN(S(=O)(=O)c2ccccc2C)C1c1ccc(Cl)cc1 (configuration not stated)	21	14	27	.	.	-1
37	O=C(Nc1nnc(CCc2ccccc2)s1)c1cccs1	.	-120	-106	-24	-1	2
38	O=C(N1CCCCCC1)N1CCN(C(=O)N2CCCCC2)CC1	3	16	12	1	-2	3
39	O=C(Cc1cccc2ccccc12)Nc1nc(-c2cccc([N+](=O)[O-])c2)cs1	-2	-15	-7	6	-1	-6
40	O=C(CSc1ccccc1F)NC(=O)NC1CCCC1	5	-130	-68	.	.	25
41	N#CC1=C(O)C(c2ccccc2)n2c1nc(=O)c1ccccc12 (configuration not stated)	-11	6	1	0	5	4
42	CC(C)CCOc1ccc(C(=O)NCC(c2ccco2)N(C)C)cc1 (configuration not stated)	24	-29	-16	-7	2	10
43	O=C(COC(=O)c1cccc(F)c1)NCCC1=CCCCC1	3	-1	-6	11	.	6
44	Cc1sc(NC(=O)CCCC(=O)O)c(C#N)c1C	8	1	-5	10	0	4
45	CCN(CC(=O)Nc1ccc(NC(C)=O)cc1)C(=O)COc1ccc2ccccc2c1	5	-4	12	3	0	3

#	NR2E3 ag-2	CF NFkB inh	PDI turbidity	Shn3 3UTR inh	CaV13 FRET inh
31	-24	1	-10	-14	-11
32	2	1	7	-19	-8
33	-7	-14	-6	-4	-11
34	-11	-3	-16	1	-15
35	-45	-25	-1	-15	-5
36	-13	5	.	-8	-7
37	-28	-13	-25	-54	-5
38	-38	-34	2	-2	-7
39	14	-1	12	-2	-1
40	-64	-2	-46	8	-5
41	3	-3	-1	19	.
42	2	-18	10	-13	-3
43	0	-8	-1	4	-6
44	-8	-15	-1	-3	-7
45	-5	-18	17	-6	-6

#	SMILES	Vif inh	HIF-2a inh	Peg3 promoter	MITF TRPM1 inh	NR2E3 ag-1	KKLEB tox
46	N#C/C(=C\c1ccc[nH]1)S(=O)(=O)c1ccccc1	-1	8	13	0	2	3
47	Cc1ccc(C2NC(=S)NC3=C2N2CCC3CC2)cc1 (configuration not stated)	4	0	3	-5	3	-1
48	CCN1CCN(c2ccc(S(=O)(=O)N3CCOCC3)cc2NC(=O)c2ccc(F)cc2Cl)CC1	-7	6	13	-1	0	-2
49	CCCN(CCC)CC(O)COc1ccccc1C(=O)Nc1ccccc1 (configuration not stated)	3	6	5	-10	3	-20

#	NR2E3 ag-2	CF NFkB inh	PDI turbidity	Shn3 3UTR inh	CaV13 FRET inh
46	-8	0	-15	20	-8
47	25	-13	-1	-3	-5
48	-18	-2	3	3	-6
49	25	10	5	-5	6
